Compound activity (PubChem BioAssay)
Hsp70 inhibitors: Hsp70 inhibitors, probe displacement, primary screen, biochemical, fluorescence polarization (AID 583); hit rate 0.06% among 140,000; one-dose displacement, % at 20 µM; IC50 in µM for titrated hits; Hsp70 fluorescence polarization probe displacement, mP; higher % means a stronger effect; in the data active = displacement above about 50%;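 note: plate controls were vehicle for no effect and reference ligand for full effect; a part of the inactive calls stands beside numbers as strong as those of hits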
MKP-3 inhibition: MKP-3 phosphatase inhibitors, primary screen, biochemical, rat enzyme, in vitro (AID 425). hit rate 0.17% among 110,000. inhibition, % at 20 µM; hits with a dose series show IC50 in µM. Dual specificity protein phosphatase 6 (Rattus norvegicus). recombinant MKP-3 phosphatase activity, fluorescence; higher % means a stronger effect; in the data active = inhibition above about 50%;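 note: plate controls were vehicle for no effect and reference inhibitor for full effect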
* hit, by the source's call; . = not tested or not shown; & = joins results of further samples. Only part of the results is shown; the hit share may differ from the screen's.

SMILES | Hsp70 inhibitors | MKP-3 inhibition
COc1ccc(Cl)cc1NC(=O)C(=O)NCc1ccncc1 | -0.3% | 0.4%
O=C(Nc1nc(-c2ccc(Cl)cc2)cs1)c1cccc(Cl)c1 | -0.7% | 4.0%
O=C(c1ccc(Br)o1)N1CCN=C1SCc1cccnc1 | 7.7% | -6.9%
Cc1ccc2nc(NC(=O)CCCc3nc4ccccc4s3)sc2c1 | -5.4% | .
CCCCCOc1ccc(C2C(C(C)=O)=C(C)Nc3ncnn32)cc1OC (stereo not drawn) | 2.5% | 2.5%
CN(C)C(=O)Nc1cnc2ccccc2c1 | 8.7% | -2.6%
Cn1c(=O)n(C)c2cc(S(=O)(=O)NCc3ccco3)ccc21 | -0.2% | -1.0%
COC(=O)c1ccc(OCCn2cnc3ccccc3c2=O)cc1 | 9.6% | -5.1%
O=C(COc1ccc(Cl)cc1)Nc1ccc(F)c([N+](=O)[O-])c1 | -1.8% | -5.7%
CC12OC3(CCCCC3)C(C)(OC13CCCCC3)O2 | 5.8% | -3.2%
COC(=O)c1ccc(CSc2nc3c(c(=O)n2-c2ccccc2)SCC3)o1 | -0.3% | -21.3%
CCOc1ccccc1-c1nc(=S)[nH][nH]1 | 1.2% | 3.5%
CC1=C(C(=O)Nc2ccc(Br)cc2)C(c2ccc(O)cc2)NC(=S)N1 (stereo not drawn) | 2.3% | 0.2%
Cc1nn(-c2ccccc2)c2sc(-c3n[nH]c(=S)o3)cc12 | . | -2.4%
COC(=O)c1ccc(NC(=O)CSc2nnc(COc3c(C)cccc3C)o2)cc1 | -0.1% | .
COC(=O)c1c(NC(=O)c2cccc(F)c2)sc(C)c1C | -2.8% | 3.4%
COc1ccc(NC(=O)CN2CCN(S(=O)(=O)c3ccc(C(C)C)cc3)CC2)cc1OC | -2.2% | 4.5%
CCCCc1cc(=O)oc2cc(C)cc(O)c12 | -0.5% | .
CC(=O)c1cccc(-n2nnnc2SCC(=O)Nc2cccc(NC(=O)c3ccco3)c2)c1 | -5.6% | -14.5%
O=C(Nc1ccc2c(c1)OCO2)C(c1ccccc1)N1CCN(C(=O)c2ccco2)CC1 (stereo not drawn) | 0.6% | 1.0%

Structures shown so far that contain fluorine, in the order listed:
SMILES | Hsp70 inhibitors | MKP-3 inhibition
O=C(COc1ccc(Cl)cc1)Nc1ccc(F)c([N+](=O)[O-])c1 | -1.8% | -5.7%
COC(=O)c1c(NC(=O)c2cccc(F)c2)sc(C)c1C | -2.8% | 3.4%

(listing goes on)
SMILES | Hsp70 inhibitors | MKP-3 inhibition
Cc1ccccc1N(C(=O)Cn1nnc(-c2cccs2)n1)C(C(=O)NCCC(C)C)c1ccco1 (stereo not drawn) | 1.2% | .
CN(C)CCCN1C(=O)C(O)=C(C(=O)c2cccs2)C1c1ccccn1 (stereo not drawn) | 3.4% | -16.1%
CSc1ccc(NC(=O)CC(C)=O)cc1 | 1.1% | -6.3%
Cc1c(NS(=O)(=O)c2ccccc2)c(=O)n(-c2ccccc2)n1C | -2.0% | .
Cc1cccc2nc(=S)n(C(=O)c3ccco3)n12 | 3.7% | -9.4%
Cc1ccc(-c2cc(C(=O)N3CCC(Cc4ccccc4)CC3)c3ccccc3n2)o1 | 2.7% | 11.7%
Brc1ccc(CSc2ncnc3nc[nH]c23)cc1 | -0.4% | -17.0%
CC(=O)Nc1cccc(NC(C)=O)n1 | -0.2% | .
C=CCc1c(C)nc2cc(-c3ccc(C)cc3)[nH]n2c1=O | -1.0% | 3.2%
CCN1CCN(c2cc(C)c3cc(NC(=O)c4cnccn4)ccc3n2)CC1 | 8.7% | -9.5%
CCOC(=O)c1ccc(N2NC(=O)/C(=C/c3cc(OC)c(OC)cc3Br)C2=O)cc1 | 4.3% | 0.5%
Cc1ccc(C)c(CN2C(=O)C(C)Oc3ccc(C)cc32)c1 (stereo not drawn) | 0.1% | -6.8%
CC1=NC2(CCCc3c2no[n+]3[O-])N(O)C1(C)C (stereo not drawn) | -8.5%&4.6% | -10.2%&-0.1%
CCCc1cc(=O)n2[nH]c(NCc3ccc(Cl)cc3Cl)nc2n1 | 17.6% | -2.6%
COc1cc(C(=O)Nc2ncc3c(n2)CC(C)(C)CC3=O)cc(OC)c1OC | -1.1% | 1.6%
O=[N+]([O-])c1ccc(OC(CNS(=O)(=O)c2ccc(Cl)cc2)c2ccccc2)cc1 (stereo not drawn) | -5.4% | 3.9%
CC(C)(C)NC(=O)C(c1ccncc1)N(C(=O)CNC(=O)c1ccco1)c1ccc2c(c1)OCO2 (stereo not drawn) | 0.1% | -10.4%
CC(=O)Nc1ccc(NS(=O)(=O)c2ccc(NC(C)=O)cc2)cc1 | 1.0% | -4.2%
CCOC(=O)c1c(NC(=O)Cn2c(C)nc3ccccc32)sc2c1CCC2 | 0.2% | -2.0%
Cc1ccc(S(=O)(=O)NCC(=O)N2CCC(C)CC2)cc1 | . | 3.4%

Arranged by the number under MKP-3 inhibition (lowest first): some entries from above.
SMILES	MKP-3 inhibition
CC(C)(C)NC(=O)C(c1ccncc1)N(C(=O)CNC(=O)c1ccco1)c1ccc2c(c1)OCO2 (stereo not drawn)	-10.4%
CCCc1cc(=O)n2[nH]c(NCc3ccc(Cl)cc3Cl)nc2n1	-2.6%
CCOC(=O)c1c(NC(=O)Cn2c(C)nc3ccccc32)sc2c1CCC2	-2.0%
CCOC(=O)c1ccc(N2NC(=O)/C(=C/c3cc(OC)c(OC)cc3Br)C2=O)cc1	0.5%
Cc1ccc(S(=O)(=O)NCC(=O)N2CCC(C)CC2)cc1	3.4%
O=[N+]([O-])c1ccc(OC(CNS(=O)(=O)c2ccc(Cl)cc2)c2ccccc2)cc1 (stereo not drawn)	3.9%

Back to the main list, repeating the 3 entries before the break.
SMILES | Hsp70 inhibitors | MKP-3 inhibition
CC(=O)Nc1ccc(NS(=O)(=O)c2ccc(NC(C)=O)cc2)cc1 | 1.0% | -4.2%
CCOC(=O)c1c(NC(=O)Cn2c(C)nc3ccccc32)sc2c1CCC2 | 0.2% | -2.0%
Cc1ccc(S(=O)(=O)NCC(=O)N2CCC(C)CC2)cc1 | . | 3.4%
O=C(Nc1cc2cc(Cl)ccc2oc1=O)c1ccccc1 | 0.8% | 0.9%
COc1ccc(/C=N\N2CCN(c3ccccc3)CC2)c(OC)c1OC | -0.5% | 1.4%
CCN1CCN(C(=O)CN(CC)S(=O)(=O)c2ccc(Cl)cc2)CC1 | 5.3% | .
COc1cc(C(c2c(C)[nH][nH]c2=O)c2c(C)[nH][nH]c2=O)ccc1OCc1ccc([N+](=O)[O-])cc1 | 2.5% | .
CC1(C(=O)O)COC(c2ccc([N+](=O)[O-])cc2)OC1 (stereo not drawn) | -4.3% | .
O=C(Nc1ccc(N2CCOCC2)cc1)c1ccc(F)cc1 | 2.7% | 0.0%
Cc1nc(SCC(=O)N(C)Cc2ccco2)c2c(C)c(C)sc2n1 | -3.3% | -16.1%
CCOC(=O)C1C(=O)CC(C)(O)C(C(=O)OCC)C1c1cccc(Cl)c1 (stereo not drawn) | -2.3% | 1.3%
Cc1cccc(NC(=O)CCCOc2ccccc2)c1 | 0.9% | 3.6%
Nc1ccc(C2CCCc3nonc32)c2nonc12 (stereo not drawn) | . | -2.1%
CCOc1ccc(NC(=O)CN(C)CC(=O)Nc2cc(Cl)ccc2C#N)cc1OCC | 7.5% | .
C=CCCCC(=O)Nc1ccc(-c2ccc(NC(=O)CCCC=C)cc2)cc1 | 3.8% | -1.3%
O=C1CNC(=O)c2c(ncn2Cc2ccccc2)N1 | 5.3% | 0.8%
COc1ccc(C(=O)COC(=O)CCN=C2NS(=O)(=O)c3ccccc32)cc1OC | -2.5% | -1.5%
CC(=O)Nc1ccc(S(=O)(=O)N2CCN(S(=O)(=O)N3CCCCCC3)CC2)cc1 | 9.9% | -3.7%
COc1ccc(NC(=O)c2ccc3c(=O)n(Cc4ccco4)c(=S)[nH]c3c2)c(OC)c1 | 2.8% | -11.1%
CCCC(=O)N(Cc1cc2cc(C)ccc2[nH]c1=O)c1ccccc1OC | -1.1% | -9.3%
COc1ccc(NC(=O)N2CCC(c3nc(-c4cccs4)no3)CC2)cc1 | -0.5% | -4.2%
Cc1cc(Cl)ccc1OC(C)C(=O)Nc1c(Cl)cccc1Cl (stereo not drawn) | -2.4% | 4.0%
CCCN(CCC)S(=O)(=O)c1ccc(C(=O)N2CCC(=O)c3ccccc32)cc1 | 1.7% | 2.1%
COc1ccccc1CCNC(=O)c1cnccn1 | 4.2% | .
CCc1cccc2c(=O)c(C(=O)NCCN3CCOCC3)c[nH]c12 | 0.0% | -2.5%
CCOC(=O)c1c(NC(=O)C2CCCCC2)sc(C(=O)N(CC)CC)c1C | -4.7% | 3.6%
CCC(=O)N1CCN(c2ccccc2NC(=O)c2ccc(OC)c(Cl)c2)CC1 | 1.7% | .
CC1(C)Cc2c(sc3nc(SCCOc4ccccc4)n(-c4ccccc4)c(=O)c23)CO1 | -2.2% | 1.7%
Cc1ccc(NCC(=O)N/N=C\c2ccc[nH]2)cc1 | 3.4% | 0.0%
Cc1ccc(C)c(NC(=O)CN(c2ccc(C)c(Cl)c2)S(C)(=O)=O)c1 | 3.2% | -1.5%
O=C1SC(Nc2ccc(I)cc2)C(=O)N1c1ccccc1 (stereo not drawn) | 2.5% | -0.2%
COc1ccc(CCNc2cc(N3CCN(S(C)(=O)=O)CC3)ccc2[N+](=O)[O-])cc1OC | 2.0% | 0.4%
CC(=O)Nc1ccccc1NC(=O)COc1ccc(C)cc1 | 2.8% | -2.3%
COC(=O)c1nnn(CC(=O)Nc2cccc(Cl)c2)c1C(=O)OC | . | 1.8%
CCOc1cc(/C=C2/SC(=S)N(C)C2=O)ccc1OCCOc1ccc(C(C)(C)C)cc1 | 19.2% | -1.8%
CCOC(=O)c1[nH]c(C)c(C(=O)NCc2ccc(OC)cc2)c1C | -3.6% | -7.6%
Cc1ccc(CNC(=O)CCNS(=O)(=O)c2ccc(C)cc2)cc1 | -5.4% | .
CCOC(=O)c1sc2ncn(C(C)C(=O)OCC)c(=O)c2c1C (stereo not drawn) | -1.1% | 0.5%
Cc1cc(=O)[nH]c(N/N=C/c2ccccc2[N+](=O)[O-])n1 | -1.2% | 3.7%
COC(=O)c1cc(NC(=O)CSc2nncn2C)cc(C(=O)OC)c1 | -4.8% | .
Cc1nc2sccn2c1C(=O)NN=C1CCCCC1 | -3.9% | 2.0%
O=C(NCC1COc2ccccc2O1)C1C2C=CC3(CN(Cc4cccs4)C(=O)C13)O2 (stereo not drawn) | 5.0% | .
Cc1ccnc(NC(=O)COc2ccc(Cl)c(C)c2)c1 | 3.5% | 0.1%
O=C1C=CC(=O)N1c1cccc([N+](=O)[O-])c1 | 2.9% | -2.8%
O=C(/C=C/c1ccco1)N1CCN(c2ccc(F)cc2)CC1 | 0.5% | -0.1%
O=C1c2oc3ccc(F)cc3c(=O)c2C(c2ccccc2)N1CC1CCCO1 (stereo not drawn) | -3.1% | 0.4%
COc1cc(OC)c(C2C3=C(CCCC3=O)Nc3nc4ccccc4n32)cc1OC (stereo not drawn) | 2.3% | 8.0%
Cc1onc(-c2ccccc2)c1C(=O)n1cccn1 | 1.2% | -4.4%
O=C(Nc1ccc(Br)cc1)Nc1cccc(Cl)c1 | -3.3% | -2.2%
O=C(CCCn1c(=S)[nH]c2cc3c(cc2c1=O)OCO3)N1CCN(c2ccccc2F)CC1 | 0.3% | -16.9%
O=C(Cn1cnc2c(nnn2Cc2ccc(F)cc2)c1=O)N1CCCCC1 | 0.6% | -1.2%
COc1ccc(/C(O)=C2/C(=O)C(=O)N(CCCN(C)C)C2c2ccccc2)cc1OC (stereo not drawn) | 3.3% | -3.9%
c1ccc(-c2nnc(N3CCOCC3)c3ccccc23)cc1 | 6.4% | 3.0%

The results go on.
SMILES | Hsp70 inhibitors | MKP-3 inhibition
CC(=O)Oc1ccc(C(=O)Nc2cccc(C(=O)O)c2C)cc1 | 0.3% | -0.1%
CCc1c(C)nc2ncnn2c1N1CCCC(C(=O)Nc2ccc(NC(C)=O)cc2)C1 (stereo not drawn) | 8.6% | .
Cc1ccc(C)c(NC(=O)c2ccc(N(C)S(C)(=O)=O)cc2)c1 | -5.5% | .
COc1cccc(OC)c1C(=O)NNC(=O)c1ccc(F)cc1 | -2.2% | 1.3%
Cc1cccc(NC(=O)C2C3C=CC(C4CC34)C2C(=O)O)c1C (stereo not drawn) | 0.2% | 3.2%
O=C(O)c1ccc(NC(=O)c2ccc(Br)cc2)cc1 | 0.6% | 3.3%
O=C(CSc1nnc(-c2ccoc2)o1)N1CCOCC1 | -0.8% | 5.5%
COC(=O)c1sc(NC(=O)CSc2nncs2)c(C(=O)OC)c1C | -9.0% | .
Cc1cc(C)n(CC(O)Cn2c3ccccc3c3ccccc32)c(=O)n1 (stereo not drawn) | 11.1% | -3.0%
COC(=O)c1c(C)oc2ccc(NS(=O)(=O)c3ccc(Cl)cc3)cc12 | -3.3% | 0.8%
O=C1C(=O)N(CCc2ccccc2)c2ccc(Br)cc21 | -3.6% | 2.1%
O=c1[nH]c(O)c(C=Nc2ccc(F)c(F)c2)c(=O)[nH]1 | 0.9% | 0.5%
COCc1c(C(=O)OCc2nc(N)nc(Nc3ccccc3C)n2)oc2ccccc12 | 0.4% | -14.1%
O=C(COc1ccccc1F)NC1CC1 | 9.0% | 3.2%
CC1=C(C(=O)Nc2ccc(Cl)cc2)C(c2ccccc2Br)NC(=O)N1 (stereo not drawn) | 3.6% | 3.2%
O=C(NCc1cccs1)c1noc2c1CCCC2 | 1.1% | 8.9%
COC(=O)CSc1nnc(CNc2ccc(Cl)cc2)n1-c1ccccc1 | -2.8% | .
COc1ccccc1C1/C(=C(\O)c2ccc(F)cc2)C(=O)C(=O)N1CCCCCC(=O)O (stereo not drawn) | -3.8% | 0.9%
O=C(CCCOc1ccccc1)Nc1ccc2c(c1)OCO2 | -1.3% | 5.3%
O=C(COc1ccccc1O)N1CCN(C(=O)c2ccco2)CC1 | 2.8% | 5.4%
